# Source: PubChem BioAssay
# ST2 inh: inhibitors of human ST2 (IL1RL1) binding to IL-33 | Q01638 | AlphaLISA ST2-Fc/biotin-IL-33 interaction, 1 h | inhibition, % for hits at 17 µM | 78,000 compounds, 2.3% hits | AID 1259354; in the data active = inhibition above about 30%; inconclusive = mostly about 10% to 28%
# Target sequence (Q01638 whole entry, looked up): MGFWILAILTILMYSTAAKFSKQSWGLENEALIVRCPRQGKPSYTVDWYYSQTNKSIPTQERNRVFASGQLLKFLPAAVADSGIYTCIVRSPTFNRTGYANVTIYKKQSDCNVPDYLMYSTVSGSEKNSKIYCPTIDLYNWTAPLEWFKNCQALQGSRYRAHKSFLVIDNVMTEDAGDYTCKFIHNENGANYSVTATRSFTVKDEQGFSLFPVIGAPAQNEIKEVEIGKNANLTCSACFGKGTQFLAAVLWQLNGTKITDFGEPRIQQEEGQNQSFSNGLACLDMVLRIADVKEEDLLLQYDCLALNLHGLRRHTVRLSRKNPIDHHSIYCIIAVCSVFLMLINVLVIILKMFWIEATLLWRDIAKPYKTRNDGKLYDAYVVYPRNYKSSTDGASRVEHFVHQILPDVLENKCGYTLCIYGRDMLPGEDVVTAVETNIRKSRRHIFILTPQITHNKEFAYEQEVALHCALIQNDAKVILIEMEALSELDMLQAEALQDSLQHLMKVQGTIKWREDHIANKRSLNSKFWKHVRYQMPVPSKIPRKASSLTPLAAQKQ
# An asterisk follows results filed as active; i = inactive; ? = inconclusive. This is a subset, so the mix of outcomes need not match the whole.
# The opening five compounds, ahead of the listing:
SMILES,ST2 inh
O=C(O)C[C@@H]1CCN(C(=O)C2CCCC2)C[C@@H]1CCN1CCN(c2ccccc2)CC1,?
COc1cc(SC)ccc1C(=O)NCc1ccccc1,i
CC(C)(C)C1(O)CC(C(F)(F)F)=NN1C(=O)c1ccccc1Cl (stereo not given),i
OC[C@H]1O[C@@H](n2cnc3cncnc32)[C@H](O)[C@@H]1O,?
Cc1ccc(C(=O)Nc2ccc(-c3nc4ncccc4o3)cc2)cc1Cl,?

# The listing (from the top)
SMILES,ST2 inh
O=C(O)C[C@@H]1CCN(C(=O)C2CCCC2)C[C@@H]1CCN1CCN(c2ccccc2)CC1,?
COc1cc(SC)ccc1C(=O)NCc1ccccc1,i
CC(C)(C)C1(O)CC(C(F)(F)F)=NN1C(=O)c1ccccc1Cl (stereo not given),i
OC[C@H]1O[C@@H](n2cnc3cncnc32)[C@H](O)[C@@H]1O,?
Cc1ccc(C(=O)Nc2ccc(-c3nc4ncccc4o3)cc2)cc1Cl,?
O=[N+]([O-])c1ccc(O)c(C=Nc2ccc3oc(-c4ccccc4)nc3c2)c1,i
O=C1NC(=O)/C(=C\c2cccc(C(F)(F)F)c2)S1,i
CCCC1COCCN1C(=O)c1cc2ncc(CCO)cn2n1 (stereo not given),?
Cc1cc(NC(=O)c2cccs2)nc2c1c(=O)oc1ccccc12,i
COc1cc(C(=O)Nc2c(C(=O)Nc3ccccc3F)oc3ccccc23)cc(OC)c1OC,i
COc1cc(N2CCN(CC(C)(C)N3CCOCC3)CC2)nc(OC)n1,?
CC(C)(C)c1nnc2n(c1=O)N=C(c1cccc([N+](=O)[O-])c1)CS2,i
Cc1ccccc1-c1ccccc1C(=O)N1CCC2(CN(C)C(=O)O2)C1 (stereo not given),?
CCN1CCN(CCCNC(=O)C2CCN(c3ccc(-c4cccs4)nn3)CC2)CC1,i
Cc1ccc2[nH]nc(C(=O)N3CCCC(N)CC3)c2c1 (stereo not given),i
Cc1nc2c(ccc3nc(NC(=O)COc4ccc(Cl)cc4)sc32)s1,?
COC(=O)Nc1ccc2c(c1)N(C(=O)CCN1CCOCC1)c1ccccc1CC2,i
Cc1cc(C)n2c(SCc3cc(=O)n4oc(C)cc4n3)nnc2n1,i
COc1cccc(NC(=O)/C(C#N)=C\c2cn(Cc3ccccc3)c3ccccc23)c1,35.0%*
O=C(NCc1cccs1)c1cccn1-c1nnc(N2CCCCC2)s1,i
CC(C)N1CCC(NCc2cccnc2N(C)Cc2ccccc2)CC1,i
O=C(O)CCN1CCOCC1,i
Cc1c(Nc2ncnc3c2cnn3-c2ccc(Cl)cc2)c(=O)n(-c2ccccc2)n1C,i
Cc1cc([N+](=O)[O-])ccc1NC(=O)COc1ccc(C(C)C)cc1,i
O=C(NCCCN1CCCC1)c1ccc(CS(=O)(=O)c2ccc(Br)cc2)o1,i
CCc1nc2nc(C)c(NC(=O)Nc3ccc(C)c(Cl)c3)c(=O)n2[nH]1,i
CSCCc1nc(SCC(=O)Nc2nnc(C)s2)[nH]c1C,i
CCCc1ccc(S(=O)(=O)N2CCN(c3cc(-c4cccc(F)c4)ncn3)CC2)cc1,i
c1ccc(C2(c3ccccc3)OC(c3cccnc3)Nc3ccccc32)cc1 (stereo not given),35.0%*
COc1cc(C2SCC(=O)N2c2c(C)n(C)n(-c3ccccc3)c2=O)ccc1O (stereo not given),?
COc1ccccc1C(=O)Nc1cc2c(ccc3ccccc32)oc1=O,i
CCC1(C)CC(C(O)CNCc2ccc(OC)c(OC)c2)CCO1 (stereo not given),i
Cc1ccc(N2C(=O)[C@H]3[C@@H](C2=O)[C@@]2(CO)C=C[C@H]3O2)cc1,i
CSc1cccc(NS(=O)(=O)c2cc(Br)cc3c2N(C(C)=O)C(C)C3)c1 (stereo not given),i
O=C(O)CCC(=O)N1N=C(c2ccccc2)CC1c1ccc(Cl)cc1 (stereo not given),i
COc1ccccc1/C=C1\C(=O)N(c2ccc(Cl)cc2Cl)N=C1C,i
Cc1ccc2c(c1)CCCN2C(=O)CN(Cc1ccccn1)CC1CCCO1 (stereo not given),?
CCCCC(=O)NC(c1ccccc1OC)c1cc([N+](=O)[O-])c2cccnc2c1O (stereo not given),?
COc1cccc([C@@H]2CCN(Cc3ccc(C(=O)O)cc3)C[C@H]2O)c1,i
O=C(C1Cc2ccccc2C1)N1CCC(n2cc(C3CCCC3)nn2)CC1,i
CCCc1nc(C)cc(N2CCN(c3ncccc3C(N)=O)CC2)n1,i
O=C(C1CCCCC1)N1CCCC1c1nn2c(C3CC3)nnc2s1 (stereo not given),i
CSCCC(C)N1CCC(Oc2ccc(C(=O)NC3CCCC3)cc2Cl)CC1 (stereo not given),i
O=S1(=O)CC2N=C(Nc3ccc(Br)cc3)SC2C1 (stereo not given),i
Cc1c(C(=O)NCCOC(C)C)sc2ncnc(N3CCCCCCC3)c12,i
c1ccc(C(CCNCc2ccc3c(c2)OCO3)c2ccco2)cc1 (stereo not given),?
CC(C)C(=O)Nc1ccc(-c2nc3cc(C(C)C)ccc3o2)cc1,i
CC1=C(C(=O)Nc2ccc(C)cn2)C(c2ccc3c(c2)OCO3)C2=C(CC(C)(C)CC2=O)N1 (stereo not given),i
Cc1ccc(OCC(=O)NC2CCCC2)cc1C,i
Nc1ccc(C(=O)c2ccc(F)cc2)cc1,i
CCc1ccc(C(=O)CSc2nnc(-c3cccc(Br)c3)o2)cc1,?
Cc1cccc(Nc2nnc(Cc3ccccc3Cl)c(=O)[nH]2)c1,i
CC(=O)NS(=O)(=O)c1ccc(NC(=O)COc2ccccc2C)cc1,i
CC1CC(C)CN(S(=O)(=O)c2ccc3c(c2)CCC(=O)N3)C1 (stereo not given),i
COc1c(C)c(O)c(C)c(O)c1C(=O)CCc1ccccc1,i
Cc1ccc2c(-c3cc4c(n(CC5CC5)c3=O)CCN(C(=O)c3ccoc3)C4)cccc2n1,i
O=C(Nc1nccs1)c1cccc(NS(=O)(=O)c2ccc([N+](=O)[O-])cc2)c1,i
CN(Cc1ccccc1)C(=O)c1cc(-c2ccc(F)cc2)on1,i
CCCCNS(=O)(=O)c1ccccc1,i
CN1C[C@@H]2CC[C@H](CC1=O)N2C(=O)c1ccnc(-n2cnnc2)c1,i
# Other compounds.
SMILES,ST2 inh
N#Cc1cc2oc3ccccc3c3ccccc3oc2cc1C#N,i
Cc1ccc(NC(=O)CN2C(=O)CC(c3ccccc3)=Nc3ccccc32)cc1,i
CCOC(=O)c1cnn(-c2nc(C)nc3sc(-c4ccccc4)cc23)c1N=CN(C)C,i
CCN(CC)C1CCN(Cc2cccc(C(=O)Nc3nccn3C)c2)C1 (stereo not given),?
CCn1c2ccccc2c2cc(/C=C/[N+](=O)[O-])ccc21,38.0%*
COc1ccccc1CNCc1cccc(C(F)(F)F)c1,i
O=C(NC1CCCCCC1)c1cc2c(=O)oc3ccccc3c2s1,i
CC(C)Nc1nc(-c2ccc([N+](=O)[O-])cc2)nc2ccccc12,i
COCCNC(=O)C[C@@H]1O[C@H](CNCc2cccc(Cl)c2)[C@@H](O)[C@H]1O,?
COc1ccc(C(=O)NC2CC2)c(OC2CCN(Cc3cnc(SC)nc3)CC2)c1,?
O=C(c1ccncc1)N1CCCC(CCc2ccccc2C(F)(F)F)C1 (stereo not given),i
C1=CC2C(C1)C1CC2C2N=NN(c3ccccc3)C12 (stereo not given),i
COc1ccc(O)c(C=Nc2c(C)n(C)n(-c3ccccc3)c2=O)c1,i
CCCN(C(=O)c1cnn2c1CCCC2)C1Cc2ccccc2C1,?
CCCc1nc(C(=O)N2C[C@@H]3[C@H](C2)[C@H]2CC[C@@H]3O2)cs1,i
COc1ccc(-c2cccc3ccnn23)c(C)c1,i
COc1cccc(C(=O)N=c2sc3cc(F)ccc3n2C)c1,i
CC(=O)Nc1ccc(Nc2nc(C)cc(Nc3ccccc3)n2)cc1,i
Cc1ccccc1-c1cc(O)c2c(c1)CN(C(=O)c1cccc(=O)[nH]1)CCO2,i
CCOC(=O)C1(C/C=C/c2ccccc2)CCCN(C(=O)CCN2CCCCO2)C1 (stereo not given),?
C=CCc1cccc2cc(C(=O)Nc3ccc(C)c(Cl)c3)c(=O)oc12,i
COc1ccc(CN2CCC(O)CC2)c(C)c1C,?
O=C(CN1C(=O)c2ccccc2S1(=O)=O)N1CCCCCC1,i
Cc1ccc(S(=O)(=O)N(C)c2cc(S(=O)(=O)N3CCOCC3)c(C)cc2C)cc1,i
Cn1c(C(=O)Nc2cccc(Cl)c2)cc2c(=O)n3ccccc3nc21,i
O=C(NCc1nc(-c2cccc(F)c2)c(-c2ccccn2)[nH]1)C1CCCCO1 (stereo not given),i
NN(Cc1ccccc1)c1ccccc1,37.0%*
CCc1ccccc1NC(=O)c1ccoc1C,i
O=C1OC(=Nc2ccc(Br)cc2)c2ccccc21,i
Nc1ncnc2c1ncn2[C@@H]1O[C@H](CO)[C@@H](O)[C@H]1O,i
CCCc1nnc([C@H]2CCN(Cc3ccc(C)o3)C2)o1,i
CC(=O)c1cccc(N2C(=O)C3CC=CCC3C2=O)c1 (stereo not given),?
Cc1ccc(S(=O)(=O)N2C=Cc3ccccc3C2C#N)cc1 (stereo not given),?
c1cncc(-c2nccn2CCn2ccnc2)c1,i
Cc1ccc2c(c1)N(CC(=O)O)C(=O)CO2,i
Cc1cc(C)c2c(=O)[nH]c(SCC(=O)N(C)C)nc2n1,i
O=C(CSC1=Nc2ccccc2C2=NC(c3ccccc3)C(=O)N12)NCC1CCCO1 (stereo not given),i
COc1ccc(OC)c(C=Nc2ccc(S(N)(=O)=O)cc2)c1,i
Cc1ccc(-c2nc3ccc(Cl)cn3c2Nc2ccc3c(c2)OCO3)o1,i
OCc1cccc(-n2ccnc2-c2ccc(C3CCCCO3)s2)c1 (stereo not given),?
COc1cccc2sc(=NC(=O)c3cccc(F)c3)n(C)c12,i
O=C(CSc1nc(-c2ccccc2)[nH]c1-c1ccc(F)cc1)Nc1nccs1,i
Cn1nc2n(c1=O)CC(C(=O)Nc1cnc3n1CCCC3)CC2 (stereo not given),?
CN(C)c1oc(-c2ccc(Cl)cc2)nc1S(=O)(=O)c1ccccc1,?
NS(=O)(=O)c1ccc(NC(=O)c2ccc(=O)n(Cc3ccc(Cl)cc3)c2)cc1,i
CS(=O)(=O)N(CC(=O)NC1CCCC1)c1cccc([N+](=O)[O-])c1,i
COC(=O)Cc1nc(N2CCN(c3ccc(OC)cc3)CC2)c2c(C)c(C)sc2n1,?
CCC(=O)N1CCc2cc(Br)cc(S(=O)(=O)Nc3ccc(F)c(F)c3)c21,?
O=C(CSc1c2c(nc3cc(Cl)ccc13)CCCC2)NCCCN1CCOCC1,?
Cc1nc2cc(-c3ccccc3)nn2c(C)c1CCC(=O)NCc1cccs1,i
Cc1cc(C)n(CCNC(=O)[C@H](N)CC(C)C)c(=O)n1,?
CCN(CC)CCNc1nc2c(c(=O)n(C)c(=O)n2C)n1Cc1ccc(Cl)cc1Cl,i
Cc1ccc(-c2nnc(N3CCN(C)CC3)c3ccccc23)cc1C,i
Cc1nn(C)c(C)c1Sc1ccc(Br)cc1,i
Cc1sc2ncnc(N(C)Cc3nc(C4CC4)no3)c2c1C,?
CC1(C)CC(=O)c2cc(OCC(=O)NCc3cccnc3)ccc2O1,i
COCCN1CCCC2(CCN(Cc3cccc(C(F)(F)F)c3)C2)C1=O (stereo not given),i
Cc1cccc2nc(CSc3nc4ccccc4[nH]3)cn12,i
O=C(NCCSc1c[nH]c2ccccc12)c1ccc(Cl)cc1Cl,i
Cc1ccc(Nc2nnc(C(C)(C)C)c(=O)[nH]2)c(C)c1,i

# The list goes on, overlapping the part above by 2 compounds.
SMILES,ST2 inh
O=C(NCCSc1c[nH]c2ccccc12)c1ccc(Cl)cc1Cl,i
Cc1ccc(Nc2nnc(C(C)(C)C)c(=O)[nH]2)c(C)c1,i
COc1ccc(CC(=O)Nc2ccc3n(c2=O)C[C@H]2C[C@@H]3CN(C(=O)Nc3ccc(OC)cc3)C2)cc1,?
Cc1c(CN2CCCC(N3CCCC3=O)C2)[nH]c2ccc(F)cc12 (stereo not given),i
CCOC(=O)N1CCN(C(=O)CC2(c3ccccc3C)CC(=O)N(Cc3ccccc3)C2=O)CC1 (stereo not given),?
CNC(=O)CN(c1ccc(OC)cc1)S(=O)(=O)c1ccc(C)cc1,i
Cn1nc(-c2ccc(Cl)cc2)c2cc(C(=O)NCCN3CCOCC3)sc21,?
Cc1ccccc1NCN1C(=O)C(=O)c2ccccc21,?
O=C(Nc1ccc2[nH]c(=O)[nH]c2c1)c1cncc(Br)c1,?
Cc1cc(C)nc(NC(=O)CCCC(=O)O)c1,i
Cc1ccnc(NS(=O)(=O)c2ccc(C(C)(C)C)cc2)c1,i
Cc1cc(C)n(CC(C)NCc2cnc(-c3ccccc3C)s2)n1 (stereo not given),?
CCCCN(C)S(=O)(=O)c1c(C)[nH]c(=O)[nH]c1=O,i
O=C1CCCN1CCC1CCN(Cc2cc(F)ccc2O)CC1,i
COc1ccc(C2C3=C(NCCN=C3c3ccc(Cl)cc3)C(=O)N2c2ccccc2)cc1 (stereo not given),i
O=C(CCc1ccc(O)cc1)CC(CCc1ccc(O)cc1)O[C@@H]1O[C@H](CO)[C@@H](O)[C@H](O)[C@H]1O (stereo not given in full),?
CN(CCc1ccccc1)Cc1cc(C(=O)N2CC[C@H](O)C2)no1,i
O=C(CN1CCc2onc(-c3ccc(F)c(F)c3)c2C1)NCc1ccco1,?
COC1=C(OC)C(=O)c2ccccc2C1=O,i
O=[N+]([O-])c1cccc(C=Nc2ccc3oc(-c4cccc(F)c4)nc3c2)c1,?

# 5 records picked at random from the list so far, as already listed:
SMILES,ST2 inh
COc1ccc(C2C3=C(NCCN=C3c3ccc(Cl)cc3)C(=O)N2c2ccccc2)cc1 (stereo not given),i
COC1=C(OC)C(=O)c2ccccc2C1=O,i
CN(CCc1ccccc1)Cc1cc(C(=O)N2CC[C@H](O)C2)no1,i
O=C(CCc1ccc(O)cc1)CC(CCc1ccc(O)cc1)O[C@@H]1O[C@H](CO)[C@@H](O)[C@H](O)[C@H]1O (stereo not given in full),?
O=[N+]([O-])c1cccc(C=Nc2ccc3oc(-c4cccc(F)c4)nc3c2)c1,?
